p53 PUMA act – mutant p53 pathway reactivation | SW480 PUMA-promoter luciferase | activation, % at 9.98 µM | hit rate 1.5% among 28,000; in the data active means activation above about 52%
STK33 inh – inhibitors of human STK33 kinase; ADP-Glo luminescence, MBP substrate; inhibition, % at 12.5 µM; hit rate 0.44% among 27,000; in the data active means inhibition above about 20%
Target sequence (Q9BYT3 whole entry, looked up): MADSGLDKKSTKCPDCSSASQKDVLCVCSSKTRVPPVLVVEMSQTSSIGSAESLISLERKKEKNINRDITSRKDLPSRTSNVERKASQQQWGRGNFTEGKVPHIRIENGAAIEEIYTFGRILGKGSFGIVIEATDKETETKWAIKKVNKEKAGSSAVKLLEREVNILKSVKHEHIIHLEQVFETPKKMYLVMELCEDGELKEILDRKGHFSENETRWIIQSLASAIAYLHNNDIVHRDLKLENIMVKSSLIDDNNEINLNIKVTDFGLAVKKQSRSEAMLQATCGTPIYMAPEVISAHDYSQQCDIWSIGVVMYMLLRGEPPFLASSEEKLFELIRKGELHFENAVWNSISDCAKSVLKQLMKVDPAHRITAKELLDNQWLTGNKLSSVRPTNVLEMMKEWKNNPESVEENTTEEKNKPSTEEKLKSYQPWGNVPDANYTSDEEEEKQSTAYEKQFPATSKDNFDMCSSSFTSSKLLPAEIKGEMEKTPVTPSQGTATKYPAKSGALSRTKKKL
* marks the source's active call; other numbers are inactive results; · = no result given. These rows are one share of the data; the hit share may differ from the screen's.

Values run as follows: p53 PUMA act	STK33 inh
- Cc1noc(C)c1NC(=O)Nc1ccc2c(c1)CC(=O)N([C@H](C)CO)C[C@@H](C)[C@H](CN(C)C(=O)Nc1ccc3c(c1)OCO3)O2
  ·	-2.1
- CNC[C@@H]1Oc2ccc(NS(=O)(=O)c3ccccc3)cc2C(=O)N([C@@H](C)CO)C[C@H]1C
  2.6	-0.8
- COc1cc(NC(=O)COc2cc(C)cc(C)c2C)c(OC)cc1Cl
  -1.5	2.8
- C[C@H]1CN([C@@H](C)CO)C(=O)c2cc(NC(=O)CCN3CCOCC3)ccc2O[C@H]1CN(C)C(=O)Nc1ccc(C(F)(F)F)cc1
  ·	-0.4
- C[C@H]1CCCCO[C@@H](CN(C)S(=O)(=O)c2cccs2)[C@@H](C)CN([C@@H](C)CO)C(=O)c2cc(N(C)C)ccc2O1
  -7.6	·
- C[C@@H]1CN([C@H](C)CO)C(=O)c2cc(N(C)C)ccc2O[C@@H]1CN(C)S(=O)(=O)c1ccccc1
  -0.9	·
- C[C@H]1CN([C@@H](C)CO)S(=O)(=O)c2ccc(/C=C/c3ccccc3)cc2O[C@H]1CN(C)C
  -9.9	·
- CCOC(=O)c1c(NC(=S)Nc2cc(OC)c(Cl)cc2OC)sc(C)c1-c1ccccc1
  -7.9	-2.7
- O=C(NCc1ccc(F)cc1)[C@H]1C[C@H]2C(=O)N[C@@H](Cc3ccccc3)C(=O)N2[C@H]1c1ccc(O)cc1
  ·	-1.0
- C[C@H](CO)N1C[C@H](C)[C@@H](CN(C)C(=O)Nc2ccc(C(F)(F)F)cc2)Oc2c(cccc2N(C)C)C1=O
  -8.7	·
- C[C@H]1CN([C@@H](C)CO)C(=O)Cc2cc(NC(=O)Nc3ccc4c(c3)OCO4)ccc2O[C@@H]1CN(C)C(=O)Nc1ccc(F)cc1
  ·	0.6
- C[C@@H]1CCCCO[C@@H](CN(C)C(=O)NC2CCCCC2)[C@@H](C)CN([C@H](C)CO)C(=O)c2cc(NC(=O)Nc3ccc4c(c3)OCO4)ccc2O1
  ·	0.1
- COc1cccc(N2C(=O)C(CC(=O)Nc3ccc(F)cc3)N(C3CCCCC3)C2=O)c1 (configuration not stated)
  -0.5	-5.8
- O=C(O)c1ccccc1Sc1ccccc1S(=O)(=O)NC12CC3CC(CC(C3)C1)C2
  ·	-8.3
- O=S(=O)(NCC(O)Cn1c2ccc(Cl)cc2c2cc(Cl)ccc21)c1ccccc1 (configuration not stated)
  2.3	2.6
- C[C@@H]1CCCCO[C@H](CN(C)S(=O)(=O)c2ccc(Cl)cc2)[C@H](C)CN([C@H](C)CO)C(=O)c2cc(NC(=O)NC3CCCCC3)ccc2O1
  -18.6	·
- C[C@@H]1CN([C@H](C)CO)C(=O)CCCn2cc(nn2)CO[C@@H]1CN(C)CC1CCCC1
  ·	0.0
- CSc1nsc(SCc2cnc(C)nc2N)n1
  -1.1	-0.9
- COc1c(OC2OC(CO)C(O)C(O)C2O)cc(O)c2c1OC(c1ccccc1)CC2=O (configuration not stated)
  ·	0.7
- C[C@@H]1CCCCO[C@@H](CN(C)Cc2ccc3c(c2)OCO3)[C@@H](C)CN([C@H](C)CO)C(=O)c2cc(NC(=O)c3ccncc3)ccc2O1
  ·	-13.2
- Cn1cc(SCC(=O)O)c2ccccc21
  -0.2	-4.0
- O=C(O)CC(Cn1[nH]nnc1=S)c1ccccc1 (configuration not stated)
  4.4	-2.8
- O=C(CC1(O)C(=O)Nc2c(C(F)(F)F)cccc21)c1ccco1 (configuration not stated)
  -9.9	-1.0
- O=c1c(O)c(-c2ccccc2)oc2cc(O)ccc12
  -1.4	32.1*
- C[C@@H]1CN([C@@H](C)CO)C(=O)Cc2cc(NC(=O)NC3CCCCC3)ccc2O[C@@H]1CN(C)Cc1ccc(C(=O)O)cc1
  3.8	-6.0
- COC(=O)[C@]1(CCC(=O)OC(C)(C)C)N=C(c2ccc(OCCCO)cc2)O[C@@H]1c1ccccc1N=[N+]=[N-]
  ·	-1.1
- C[C@@H]1CN([C@H](C)CO)C(=O)c2cccc(NC(=O)Nc3cccc4ccccc34)c2O[C@@H]1CN(C)S(=O)(=O)c1cccs1
  -4.5	·
- Cc1ccc(S(=O)(=O)NC(C)(C)CSc2nnc(N)s2)cc1
  6.6	-2.3
- CCOC(=O)CS(=O)(=O)c1nc(-c2ccc(F)cc2)cc(C(F)(F)F)n1
  -70.2	8.2
- O=C1C(=O)N(Cc2ccc(Cl)c(Cl)c2)c2ccccc21
  ·	1.9
- CNC[C@H]1OCCCC[C@H](C)Oc2ccc(NS(=O)(=O)c3cccs3)cc2C(=O)N([C@@H](C)CO)C[C@H]1C
  3.3	·
- C[C@H](CO)N1C[C@H](C)[C@@H](CN(C)Cc2ccc(-c3ccccc3)cc2)Oc2ccc(NC(=O)c3ccncc3)cc2C1=O
  ·	-0.1
- C[C@H](CO)N1C[C@H](C)[C@@H](CN(C)Cc2ccc(C(=O)O)cc2)Oc2c(NC(=O)Nc3cccc4ccccc34)cccc2C1=O
  -14.2	·
- COc1ccccc1CCNC(=O)c1cc(-c2cccs2)nc2ccccc12
  -9.9	2.7
- COC(=O)C(NC(=O)c1cccc(NC=O)c1O)C(C)O (configuration not stated)
  2.2	-5.7
- C=CCOc1ccc2ccccc2c1CNc1nn[nH]n1
  0.5	-5.6
- Cc1ccc(NC(=O)CSc2nc3sc4c(c3c(=O)n2-c2ccccc2)CCCC4)c(C)c1
  -15.6	-0.6
- O=C1SC(c2ccccc2)=N/C1=C/c1ccco1
  -2.5	·
- O=C(Nc1sc2c(c1C(=O)NCc1ccco1)CCCC2)c1cccs1
  -7.4	-0.7
- C[C@@H]1CN([C@@H](C)CO)C(=O)Cc2cc(NC(=O)Cn3cnnn3)ccc2O[C@@H]1CN(C)S(C)(=O)=O
  ·	-1.3

Compound profiles (already shown). Values in the order: p53 PUMA act | STK33 inh
Results for O=C1SC(c2ccccc2)=N/C1=C/c1ccco1 = -2.5 | ·
Results for O=c1c(O)c(-c2ccccc2)oc2cc(O)ccc12 = -1.4 | 32.1*
Results for Cc1ccc(S(=O)(=O)NC(C)(C)CSc2nnc(N)s2)cc1 = 6.6 | -2.3

(continued)
Values run as follows: p53 PUMA act	STK33 inh
- C[C@@H]1CN([C@H](C)CO)C(=O)c2cccc(NC(=O)C3CCOCC3)c2O[C@H]1CN(C)Cc1ccc(C(=O)O)cc1
  11.5	·
- C[C@H]1CN([C@@H](C)CO)C(=O)c2cc(NC(=O)Cn3cnnn3)ccc2O[C@@H]1CN(C)Cc1ccncc1
  0.0	3.7
- CNC[C@@H]1Oc2cc(-c3cncnc3)ccc2S(=O)(=O)N([C@H](C)CO)C[C@H]1C
  -3.9	·
- COc1ccc(OC)c(NC(=O)COc2ccc3c4c(c(=O)oc3c2)CCCC4)c1
  -1.1	-0.2
- O=C(CC1Sc2ccccc2NC1=O)Nc1ccccc1[N+](=O)[O-] (configuration not stated)
  19.5	3.4
- C[C@@H]1CCCCO[C@@H](CN(C)C(=O)Nc2ccc(F)cc2)[C@@H](C)CN([C@H](C)CO)C(=O)c2cc(NC(=O)C3CCCCC3)ccc2O1
  ·	4.9
- CC(C)CC#Cc1cnc2c(c1)C(=O)N([C@H](C)CO)C[C@H](C)[C@@H](CN(C)S(=O)(=O)c1cccs1)O2
  -0.1	·
- Cc1ccc(NC(=O)CSC(=N)N)cc1
  ·	-0.5
- CCc1ccc(-n2c(SCC(=O)Nc3cccc(C)c3)nnc2-c2ccccc2)cc1
  -72.9	-5.4
- C[C@@H]1CCCCO[C@H](CN(C)S(=O)(=O)c2cccs2)[C@H](C)CN([C@@H](C)CO)C(=O)c2cc(NC(=O)Cc3ccccc3)ccc2O1
  -9.8	·
- C[C@@H]1CCCCO[C@H](CN(C)Cc2ccncc2)[C@H](C)CN([C@H](C)CO)C(=O)c2cc(NC(=O)c3ccncc3)ccc2O1
  -6.1	·
- CS(=O)(=O)N(CC(=O)Nc1ccccc1-c1ccccc1)c1cccc(C(F)(F)F)c1
  -18.0	-0.5
- COc1ccc(C)cc1S(=O)(=O)N1CCCC(C(=O)Nc2ccccc2F)C1 (configuration not stated)
  7.9	6.4
- CSc1cccc(NC(=O)CSc2nnnn2-c2ccccc2)c1
  -4.0	1.2
- C[C@H]1CN([C@@H](C)CO)C(=O)CCCn2nncc2CO[C@H]1CN(C)C(=O)Cc1ccccc1
  ·	-2.8
- O=C(CCSc1ccccc1)NC12CC3CC(CC(C3)C1)C2
  ·	0.6
- COc1ccc(S(=O)(=O)N(C)C[C@H]2Oc3ccc(NC(=O)CCCN(C)C)cc3CC(=O)N([C@@H](C)CO)C[C@H]2C)cc1
  -3.6	·
- C[C@@H]1CN([C@H](C)CO)C(=O)c2cccc(NC(=O)c3ccncc3)c2O[C@H]1CN(C)C(=O)NC1CCCCC1
  8.3	·
- CCOc1ccc(C(Nc2cccnc2)c2cc(Cl)c3cccnc3c2O)cc1 (configuration not stated)
  -42.9	5.2
- CCOC(=O)c1c(NC(=O)Cn2cnc3sc(-c4ccccc4)cc3c2=O)sc2c1CCCC2
  4.1	3.0
- Cc1ccc(-n2ncc(C(=O)NCc3ccccn3)c2NC(=O)c2ccco2)cc1C
  -7.2	12.1
- C[C@H]1CN([C@@H](C)CO)C(=O)Cc2cc(NC(=O)Nc3ccccc3)ccc2O[C@H]1CN(C)C
  ·	2.5
- COc1ccc(NC(=O)C(C)N(c2ccc(Cl)cc2)S(C)(=O)=O)cc1OC (configuration not stated)
  4.4	4.6
- CNC[C@H]1Oc2ccc(NC(=O)Nc3ccc4c(c3)OCO4)cc2CC(=O)N([C@H](C)CO)C[C@@H]1C
  4.0	·
- CC(=O)N1CCN(c2ccc(OCC3CO[C@](Cn4ccnc4)(c4ccc(Cl)cc4Cl)O3)cc2)CC1 (some centres not stated)
  ·	4.8
- O=C(Nc1cccc(C(F)(F)F)c1)Nc1cccc(S(=O)(=O)N2CCOCC2)c1
  1.1	-7.5
- COc1ccc(Nc2nc(N)nc(CSc3nc4cc(OC)ccc4s3)n2)cc1
  4.4	2.6
- CCN(CC(=O)Nc1cc(C(F)(F)F)ccc1Cl)S(=O)(=O)c1ccc(C)cc1
  11.5	6.7
- CCN(CC(=O)Nc1cccc(C(C)=O)c1)S(=O)(=O)c1ccc(C)cc1
  -11.5	2.6
- CC(C)NC(=O)N(C)C[C@@H]1Oc2ccc(NC(=O)NC3CCCCC3)cc2C(=O)N([C@H](C)CO)C[C@H]1C
  ·	-1.3
- CN1C(=O)C2C(C1=O)C1C=C(CCCO)C2C(c2ccc(CN3CCCC3)cc2)N1Cc1sc2ccccc2c1Cl (configuration not stated)
  ·	0.4
- C[C@@H]1CN([C@@H](C)CO)C(=O)c2cc(NC(=O)Nc3ccc(F)cc3)ccc2O[C@@H]1CN(C)Cc1ccc(Cl)c(Cl)c1
  ·	2.1
- Cc1ccccc1CN(C)C[C@H]1OCc2cn(nn2)CCCC(=O)N([C@@H](C)CO)C[C@@H]1C
  ·	0.9
- CC(=O)NCCCC[C@@H]1NC(=O)[C@@H]2C[C@H](C(=O)NCc3ccc(F)cc3)[C@H](c3ccc(O)cc3)N2C1=O
  ·	0.8
- C[C@@H]1CN([C@@H](C)CO)C(=O)Cc2cc(NC(=O)Cn3cnnn3)ccc2O[C@@H]1CN(C)Cc1ccc(C(F)(F)F)cc1
  2.5	-1.4
- Cc1ccc(NC(=O)CSc2nnc(-c3ccc(Br)cc3)o2)cc1Cl
  46.2	1.2
- Cc1ccc(C(=O)O)cc1S(=O)(=O)NCCCO
  -7.2	0.3
- C[C@@H]1CN([C@@H](C)CO)C(=O)c2cc(NC(=O)CCC(F)(F)F)ccc2O[C@@H]1CN(C)C(=O)Nc1ccccc1
  -4.1	-0.8
- C[C@@H]1CN([C@@H](C)CO)C(=O)Cc2cc(NC(=O)c3ccncc3)ccc2O[C@@H]1CN(C)S(=O)(=O)c1cccs1
  -1.0	-0.5
- c1ccc2nc(C3=NCCN3)ccc2c1
  -0.3	·

In the list so far, these have an NH in an aromatic ring.
Values run as follows: p53 PUMA act	STK33 inh
- O=C(O)CC(Cn1[nH]nnc1=S)c1ccccc1 (configuration not stated)
  4.4	-2.8
- C=CCOc1ccc2ccccc2c1CNc1nn[nH]n1
  0.5	-5.6

Following part
Values run as follows: p53 PUMA act	STK33 inh
- O=C1O[C@H](c2ccccc2)[C@H](c2ccccc2)N2[C@H]1[C@@H](C(=O)N1CCN(c3ncccn3)CC1)[C@]1(C(=O)Nc3ccc(C#CC4(O)CCCCCC4)cc31)[C@H]2c1ccc(O)cc1
  ·	0.7
- COc1ccc(NC(=O)N(C)C[C@H]2Oc3ccc(NC(=O)Cc4ccccc4)cc3C(=O)N([C@@H](C)CO)C[C@H]2C)cc1
  ·	1.2
- COCC1OC(OC(C)(C)C2CCC3(C)C=C(C4CCC5C4(C)CC(O)C4OC(C(C)(C)OC6OC(CO)C(O)C(O)C6NC(C)=O)CCC45C)CCC3O2)C(NC(C)=O)C(O)C1O (configuration not stated)
  -24.8	3.0
- CNC[C@H]1Oc2ccc(NS(C)(=O)=O)cc2CC(=O)N([C@H](C)CO)C[C@@H]1C
  -2.7	·
- C[C@H]1CN([C@@H](C)CO)C(=O)c2cc(NC(=O)Cc3cn(C)c4ccccc34)ccc2O[C@@H]1CN(C)CC1CC1
  -1.8	·
- COc1ccc(CN(C)C[C@H]2Oc3ccc(NS(=O)(=O)c4ccc(F)cc4)cc3C(=O)N([C@H](C)CO)C[C@H]2C)cc1
  10.4	·
- CCC1(CC)C(=O)N(CC(=O)OC)C(=O)N(C)C1=S
  20.0	·
- Cc1c(NC(=O)COc2cc(Cl)c(Cl)cc2Cl)cccc1-c1nc2ccccc2o1
  -7.4	-0.9
- C[C@H]1CN([C@@H](C)CO)C(=O)c2cc(NC(=O)Cc3cn(C)c4ccccc34)ccc2O[C@H]1CN(C)Cc1ccc(-c2ccccc2)cc1
  ·	3.3
- C[C@H]1CN([C@@H](C)CO)C(=O)c2c(c3ccccc3n2C)-c2ccccc2CO[C@H]1CN(C)C(=O)[C@H](Cc1ccccc1)N(C)C
  -14.8	·
